Screens deposited in PubChem BioAssay by National Center for Advancing Translational Sciences (NCATS).
A549 tox – Nrf2 qHTS screen for inhibitors: counterscreen for cytotoxicity; A549 ARE-Fluc cells, CellTiter-Fluor viability, 18-24 h; Potency, µM (titrated, usually from 46 µM), inactives show at the highest dose activity change, negative = cytotoxicity, actives largely listed as inhibitors; 390,000 tested, 0.16% active; AID 504648, 2011; note: potency is the fitted concentration of half-maximal effect; % is set by controls: 0 for no effect and ±100 for the full control effect
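A549 ARE_Fluc cells in 5% FBS OPTI-MEM were exposed to compounds in concentration-response for 18-24 h at 37 deg C. Viability was read by CellTiter-Fluor fluorescence (Ex 405/Em 525) after 30 min, before the luciferase read.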
Akt phos inh – HTS Assay for Inhibitors of Akt Phophorylation: Primary Screen. 360,000 tested, 0.32% active. activity change, % for hits at 50 µM. Neuro2A IGF-stimulated pAkt S473 HTRF, 20 min; hits give low values; in the data active = activity change below about -80%; inconclusive = mostly about -51% to -80%; note: % is set by controls: 0 for no effect and ±100 for the full control effect
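Neuro2A cells (4,500/well, DMEM with 0.5% FBS) were treated with compound at a single 50 µM final concentration, stimulated with 6 nM IGF for 20 min at 37 °C, and lysed. Phospho-Akt Ser473 was read by HTRF as 665/615 ratio ×10^4.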
MmCpn inh – Inhibitors of TCP-1 ring complex (TRiC) of Methanococcus maripaludis (MmCpn): qHTS; Chaperonin Mm-Cpn (Methanococcus maripaludis); purified Mm-Cpn ATPase, ADP Transcreener TR-FRET; Potency, µM (series often up to 76.9 µM), for the others: top-dose activity, negative = inhibition, usual class: inhibitors; 330,000 tested, 0.031% active; note: potency is the fitted concentration of half-maximal effect; % is set by controls: 0 for no effect and ±100 for the full control effect; nearly all actives have a fitted effect of over 80% in size
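Quantitative HTS used 25 nM Mm-CPN and 10 uM ATP in magnesium/KCl Tris buffer, pH 7.4, with 1 mM DTT. Hydrolysis ran 30 min at 37°C; ADP was read by HTRF.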
Abeta yeast res – qHTS for compounds that reverse cellular toxicity of Amyloid beta (A-beta) peptide in yeast: Primary Screen; yeast expressing A-beta42, growth rescue, OD600, 48 h; response scale: 0% DMSO, 100% iron-clioquinol control; 410,000 tested, 0.063% active; AID 1347071, 2019; Potency, µM (doses to about 46.1 µM), without a hit: at the top dose growth rescue, hits mostly activators; note: potency is the fitted concentration of half-maximal effect; nearly all actives have a fitted effect of over 55% in size
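Yeast growth medium received pinned compounds, then yeast cells expressing toxic A-beta were added; plates incubated at 30 C for 48 hr. Growth read as absorbance at 600 nm, normalized to DMSO and equimolar FeCl3 plus clioquinol controls.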
Nrf2 activator – qHTS of Nrf2 Activators. AREc32 ARE-luciferase reporter (MCF7-derived line), luminescence, 24 h. Potency, µM (highest dose often 46.1 µM), for inactives: at the top dose activation, hits mostly activators. 410,000 tested, 0.31% active. AID 624171, 2012; note: potency is the fitted concentration of half-maximal effect; % of control where 0% means no effect; nearly all actives have a fitted effect of over 65% in size
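AREc32 cells carrying an ARE-driven firefly luciferase, 1000 cells/well in OPTI-MEM with 5% FBS, dosed after overnight attachment and incubated 24 hr at 37 deg C. Steady-Glo luminescence read after 30 min at RT.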
Nrf2 inh – Nrf2 qHTS screen for inhibitors; A549 ARE-Fluc reporter, luciferase luminescence, 18-24 h; 360,000 tested, 2.1% active; AID 504444, 2011; Potency, µM (top dose mostly 46 µM), for the others: at the highest dose activity change, negative = inhibition, most hits filed as inhibitors; note: potency is the fitted concentration of half-maximal effect; % is set by controls: 0 for no effect and ±100 for the full control effect; nearly all actives have a fitted effect of over 60% in size
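Two sequential reads on A549 ARE_Fluc cells exposed to compound for 18-24 h: a CellTiter-Fluor fluorescence read for viability, then a luciferase luminescence read for Nrf2/ARE activity.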
CCT modulator – High-Throughput Screening for Modulators of Cytosolic Chaperonin Activity. AID 651819, 2012. 360,000 tested, 0.3% active. purified chaperonin ATPase assay, HTRF ADP detection, 30 min. activity change, % (test concentration not listed), hits read low; in the data active = activity change below about -30%; note: % is set by controls: 0 for no effect and ±100 for the full control effect
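TRiC (40 or 20 nM final, by batch activity) in 30 mM Tris pH 7.4, 100 mM KCl, 5 mM MgCl2, 1 mM DTT was treated with compound at 76 uM single dose, then 10 uM ATP, 30 min at 37 °C. ADP was read by HTRF Transcreener.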
HepG2 viability – qHTS for Inhibitors of TGF-b: Cytotox Counterscreen. HepG2 CAGA-GFP viability, ATP luminescence, 18 h. 410,000 tested, 0.76% active. Potency, µM (series often up to 46.1 µM), for the others: at the top dose activity change, negative = cytotoxicity, most hits filed as cytotoxic. AID 588856, 2011; note: potency is the fitted concentration of half-maximal effect; some results filed as inactive show a strong effect at the top dose
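CellTiter-Glo luminescence gave cytotoxicity after 18 hours at 37 degrees C. The cells were HepG2 CAGA-GFP in 1% FBS DMEM, stimulated with 500 pg/mL TGF-beta after compound addition. %Activity was normalised to no-cell wells (complete cell-killing) and DMSO (no toxicity), and curves were fitted and classified.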
TGFb SMAD3 inh – qHTS for Inhibitors of TGF-b | HepG2 CAGA-GFP TGF-b/SMAD3 reporter, GFP fluorescence, 18 h; TGF-beta stimulated, 500 pg/mL final | 410,000 tested, 1.2% active | Potency, µM (doses to about 46.1 µM), for the others: at the highest dose activity, negative = inhibition, most hits filed as inhibitors; note: potency is the fitted concentration of half-maximal effect; % is set by controls: 0 for no effect and ±100 for the full control effect; nearly all actives have a fitted effect of over 65% in size
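Using HEPG2 CAGA-GFP reporter cells at 1000 cells/well, we pinned test compounds, stimulated with recombinant TGF-beta (500 pg/mL final) and measured total well GFP after 18 h.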
Numbers without * were called inactive; i = inactive; u = inconclusive; x = not tested or not shown; & = joins results of further samples. Unless noted, calls come from the whole dose curve; as a rule, active = well fitted curve in the direction sought with a large enough effect; inconclusive = small, poorly fitted or top-dose-only effect, or another doubt; inactive = no such curve, though single readings can be large; an effect the other way counts as inactive or inconclusive.

compound	A549 tox	Akt phos inh	MmCpn inh	Abeta yeast res	Nrf2 activator	Nrf2 inh	CCT modulator	HepG2 viability	TGFb SMAD3 inh
O=C(NCc1ccccc1)[C@@H]1CCCN1C(=O)[C@@H]1CCCN1C(=O)c1cccs1	x	i	x	2%	-1.2%	x	0.1	x	x
CCOC(=O)C(Cc1cc(N)c(Oc2ccc(OC)cc2)c(N)c1)NC(C)=O (stereo not drawn)	0%	i	x	0%	0.0%	11%	0.3	10%	-17%
COc1ccc(-c2[nH]c(-c3cccc(OC)c3)nc2SCC(=O)NCc2ccco2)cc1	-7%	i	-2%	-2%	2.6%	u	1.3	-2%	-6%
Cc1ccc(C(=O)N/C(=C/c2ccco2)C(=O)NCC2CCCO2)cc1 (stereo not drawn)	-8%	i	-25%	9%	0.0%	-1%	-2.1	21%	2%
CC(C)(C)NC(=O)CN(C(=O)CCC(=O)Nc1nccs1)c1cccc(C(F)(F)F)c1	-15%	i	0%	0%	-0.8%	5%	0.7	-3%	-15%
O=C(Nc1ccc(F)c(Cl)c1)C1CCCN(c2cnccn2)C1 (stereo not drawn)	-1%&9%	i	5%	5%&-13%	0.2%&-0.3%	u	-0.6	-2%&-33%	-19%&-6%
COC(=O)c1ccc(CNC(=O)COC(=O)c2cc(Cl)ccc2O)cc1	-5%	i	-10%	-17%	0.0%	1%	-1.8	-2%	0%
CC(CNC(=O)Cn1ccc2cc(S(=O)(=O)N3CCCC3)ccc21)c1ccccc1 (stereo not drawn)	-4%	i	-12%	4%	-0.5%	-12%	-1.3	-17%	-21%
COc1cc(C2CC(=O)c3c(ccc4ccccc34)N2)ccc1O (stereo not drawn)	-1%	i	-1%	-13%	4.6%	13%	0.3	10%	0%
COc1ccc(/C=C2/C(=N)N3N=C(CC(=O)N4CCCC4)SC3=NC2=O)cc1OC	-8%	i	u	-1%	-0.7%	7%	-1.1	1%	3%
Cc1ccc(S(=O)(=O)N(C)C)cc1NC(=O)Cn1c(CN2CCOCC2)nc2ccccc2c1=O	-2%	i	u	-16%	0.1%	2%	-0.8	3%	6%
Cc1ccccc1N1C(=O)C2C3CCC(O3)C2C1=O (stereo not drawn)	-5%	i	-1%	-3%	-0.2%	3%	4.5	14%	2%
Cc1nc(Cl)cc(N/N=C/c2ccc(O)cc2O)n1	-4%	i	-3%	9%	-1.0%	u	-4.9	-18%	-8%
CC(=O)c1ccc(OCCCC(=O)OCC(=O)N2CCN(c3ccccc3)CC2)cc1	10%	i	-4%	27%	0.2%	x	0.9	-21%	12%
O=C(NCc1ccccn1)c1cc(-c2ccc(Cl)cc2)nc2ccccc12	u	i	-12%	-27%	4.5%	u	-0.8	-5%	-5%
CCCCc1ccc(-n2nc3ccc(NC(=O)c4cc5ccccc5o4)cc3n2)cc1	10%	x	x	-4%	4.5%	-10%	x	-98%	u
O=c1cc(N2CCc3ccccc3C2)[nH]c(=O)n1Cc1ccc(F)cc1	-9%	x	-2%	-5%	-0.4%	-8%	-2.6	-8%	24%
O=C(Nc1ccccc1O)C(c1ccccc1)c1ccccc1	0%	i	-4%	14%	1.5%	-1%	-2.9	-26%	u
O=S(=O)(c1ccc(Cl)cc1)N1CCCC(c2nc(-c3ccc(F)cc3)no2)C1 (stereo not drawn)	-4%	i	-2%	7%	0.0%	u	0.9	-3%	2%
CC1(C(=O)CSc2nc3ccccc3s2)CCC(=O)O1 (stereo not drawn)	-5%	i	-3%	11%	8.2%	u	-0.8	10%	-19%
Cc1cc(C)c(NC(=O)CN(c2ccccc2)S(=O)(=O)N(C)C)c(C)c1	-3%&-3%	i	0%	-2%&9%	-1.5%&0.3%	5%	-4.1	0%&-4%	14%&-6%
Nc1c(C(=O)N/N=C/c2ccc([N+](=O)[O-])cc2)cnn1-c1ccccc1	1%	i	0%	-3%	-0.7%	-12%	-1.7	-39%	-6%
CC(=O)c1c(N)nc2n(c1=O)CCCCC2	-2%	i	1%	3%	-0.3%	6%	-2.1	15%	0%
CCCC[C@@H]1CCCO[C@@](C(=O)NCc2ccc(S(C)(=O)=O)cc2)(C(F)(F)F)C1	-2%	x	x	x	x	-15%	x	-27%	u
COc1ccc(CCNC(=O)CCn2c(=O)c3cccn3c3cccnc32)c(OC)c1OC	4%	x	x	-9%	4.7%	-12%	x	-6%	-1%
CCOC(=O)C(NCc1ccccc1OC)(NC(=O)c1ccccc1)C(F)(F)F (stereo not drawn)	-2%	i	3%	5%	0.2%	-11%	-1.8	-4%	3%
Cc1ccc2oc(C(=O)NCC(c3ccco3)N(C)C)c(C)c2c1 (stereo not drawn)	-6%	i	-2%	-1%	-0.2%	u	-3.3	1%	5%
Cc1ccc2c(c1)[C@H]1OCC[C@H]1[C@@H](c1ccncc1)N2	-13%	i	3%	2%	-0.7%	-8%	-0.8	1%	0%
O=C1c2cc([N+](=O)[O-])ccc2-c2cc(Cl)c(NC(=O)C(F)(F)F)cc21	2%	i	x	-25%	14%	14%	-4.6	-5%	0%
COc1cccc(-c2sc3ccc(OC)cc3c2-c2ccc(O)cc2)c1	12%	i	-29%	-9%	5.3%	-5%	-1.2	-30%	u
Cn1nc(C(C)(C)C)c([N+](=O)[O-])c1C(=O)N1CCCCCC1	8%	i	-2%	18%	-1.1%	6%	-1.3	-11%	10%
CCC(=O)N1CCc2cc(S(=O)(=O)NC(CC(C)C)C(=O)NCc3cccc(OC)c3)ccc21 (stereo not drawn)	0%	x	x	-13%	0.0%	u	x	-3%	1%
Cc1ccc(OC(C)C(=O)Nc2ccncc2)cc1 (stereo not drawn)	-7%	i	1%	-7%	0.5%	u	-3.1	-5%	-20%
O=C(C1=C(O)C(=O)N(CCCN2CCOCC2)C1c1ccc(Cl)cc1)c1cc2ccccc2o1 (stereo not drawn)	1%	i	-6%	x	-0.1%	-7%	-3.7	-12%	1%
CSc1nc2c(c(=O)n1Cc1ccccc1)SC(C)C2 (stereo not drawn)	-10%	i	-3%	12%	-0.2%	u	-1.0	-23%	-19%
C=CCNC(=O)CN1CCN(Cc2ccc3c(c2)OCO3)CC1	20%	i	0%	-1%	-0.4%	2%	-6.7	-4%	-1%
N#CC1=C(S)N(c2ccccc2)C(c2ccc(-c3cccc(Cl)c3)o2)NC1=O (stereo not drawn)	-1%	i	-7%	4%	21%	-14%	-1.2	-31%	u
O=C(N/N=C/c1ccccc1)c1[nH]ncc1Br	2%	i	1%	-12%	0.3%	u	-2.1	-47%	u
CC(C)(C)[C@@H]1COC(=O)[C@H](Cc2ccc(F)cc2)C/C=C\C[C@@H](CC(=O)N(CCO)Cc2ccccc2)C(=O)N1	-4%	i	1%	8%	0.4%	10%	1.9	-22%	u
COc1ccc(/C=C(\NC(=O)c2ccccc2)C(=O)N2CCCCC2)cc1OC	-4%	i	-1%	4%	-0.4%	12%	-0.5	-3%	-16%
CCOc1cc(/C=C2\SC(=N)N(c3nonc3N)C2=O)ccc1OCCN1CCOCC1	-17%	i	-7%	-2%	-0.3%	-17%	1.6	1%	-9%
O=C(CCCc1c[nH]c2ccccc12)NCc1cccs1	2%	i	1%	-5%	0.2%	11%	-1.9	-23%	-8%
COCCCN(CCNC(=O)c1ccc(NC2=NC3CS(=O)(=O)CC3S2)cc1)Cc1ccco1 (stereo not drawn)	2%	i	1%	4%	0.0%	17%	-1.1	-2%	-7%
Cc1occc1C(=O)Nc1cccnc1	1%	i	3%	12%	0.7%	0%	-0.3	-7%	8%
O=C(COc1ccc([N+](=O)[O-])cc1)N(C1CCCCC1)C1CCS(=O)(=O)C1 (stereo not drawn)	7%	i	1%	6%	-0.4%	12%	-0.6	-3%	-7%
O=C(NNc1cccc(Cl)c1)c1cccnc1Cl	0%	i	-1%	6%	0.5%	u	-0.1	0%	4%
CCc1ccc(OCC2c3cc(OC)c(OC)cc3CCN2C(=O)c2ccc(S(=O)(=O)N3CCCC3)cc2)cc1 (stereo not drawn)	-1%	x	x	9%	-0.6%	x	x	-7%	2%
Cc1cc(NS(=O)(=O)c2ccc(NC(=O)c3ccc(Cl)cc3[N+](=O)[O-])cc2)no1	-4%	i	-1%	-8%	-0.6%	-1%	1.1	0%	11%

Single records, as listed above:
O=C(CCCc1c[nH]c2ccccc12)NCc1cccs1 is entered as A549 tox = 2%; Akt phos inh = i; MmCpn inh = 1%; Abeta yeast res = -5%; Nrf2 activator = 0.2%; Nrf2 inh = 11%; CCT modulator = -1.9; HepG2 viability = -23%; TGFb SMAD3 inh = -8%
O=C1c2cc([N+](=O)[O-])ccc2-c2cc(Cl)c(NC(=O)C(F)(F)F)cc21 is entered as A549 tox = 2%; Akt phos inh = i; MmCpn inh = x; Abeta yeast res = -25%; Nrf2 activator = 14%; Nrf2 inh = 14%; CCT modulator = -4.6; HepG2 viability = -5%; TGFb SMAD3 inh = 0%
